N-glyco inh: blocks N-linked glycosylation in D54 reporter cells; D54 ERlucT glycosylation luciferase reporter, 24 h; percent of 100 nM tunicamycin response; reporter increase, % at 12.5 µM; hit rate 0.23% among 360,000; AID 588692;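 active = mean luciferase reporter signal, scaled so untreated is 0 and the glycosylation-blocking control 100, at or above a set limit in every replicate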;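 note: luciferase carries N-glycosylation sites so blocking glycosylation raises the light; 0% = median of neutral control wells and 100% = median of 100 nM tunicamycin wells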
H9c2 protect: protects H9c2 cardiomyocytes from peroxide injury. H2O2 injury protection, ATPLite, 2 h. protection from H2O2 cell death, % at 20 µM. hit rate 0.63% among 360,000;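 active = compounds giving at least 50% protection of heart cells from peroxide-induced death in the single-dose screen, raw or plate-pattern-corrected value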;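 note: 0% = DMSO wells with peroxide and 100% = DMSO wells without peroxide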
ABCB6 inh 2: human ABCB6 transporter inhibition; Q9NP58; K562-ABCB6 porphyrin accumulation, flow cytometry, 1 h; hits give low values; fluorescence ratio to DMSO, % at 10 µM; hit rate 0.19% among 360,000;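 active = fluorescence ratio to DMSO below 75%, the collection mean minus 3 SD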;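 note: signal is porphyrin accumulated inside mitochondria; 100% equals median channel fluorescence of DMSO control wells; lower ratio means ABCB6 inhibition with less porphyrin fluorescence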
MC4R ag barr: agonists of human melanocortin 4 receptor (MC4R) beta-arrestin; activation, % at 8.9 µM; P32245; AID 540308; U2OS MC4R beta-arrestin complementation, luminescence; percent of melanotan II response, DMSO zero; hit rate 0.98% among 360,000;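 active = activation above a per-plate cutoff, the mean activation of sample wells on that plate plus 3 SD, cut at about 8% in these data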
Target sequence (P32245 whole entry, looked up): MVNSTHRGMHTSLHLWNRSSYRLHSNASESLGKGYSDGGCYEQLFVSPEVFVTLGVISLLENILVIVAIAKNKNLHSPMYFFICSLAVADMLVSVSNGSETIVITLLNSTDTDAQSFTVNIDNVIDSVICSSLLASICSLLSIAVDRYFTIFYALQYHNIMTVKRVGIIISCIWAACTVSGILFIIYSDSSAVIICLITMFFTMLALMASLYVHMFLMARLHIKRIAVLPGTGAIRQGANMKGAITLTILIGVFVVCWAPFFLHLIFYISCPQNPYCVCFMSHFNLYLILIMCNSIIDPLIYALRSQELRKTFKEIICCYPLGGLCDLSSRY
MC4R antag cAMP: antagonists of human melanocortin 4 receptor (MC4R); MC4R-expressing cells, MTII-stimulated cAMP, LANCE TR-FRET; P32245; hit rate 0.48% among 360,000; inhibition, % at 6.5 µM;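 active = inhibition above its plate's cutoff, the mean of tested wells on that plate plus 3 SD, cut at about 29% in these data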;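 note: 0% = Melanotan II alone and 100% = Melanotan II plus saturating MCL0020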
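System: U2OS-MC4R stable cell line; Technique: Eu-cAMP/anti-cAMP TR-FRET, emission 671 nm; Repeats: single well per compound; Also added: Melanotan II; Dosing: one concentration, 6.5 µM nominal; Schedule: 30-min compound, 1-h challenge, 1-h detection, room temperature.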
ABHD5 PLIN5 PPI: ABHD5-PLIN5 protein interaction inhibition; inhibition, % at 4 µM; Split G. princeps luciferase complementation, luminescence, 4 h; Q00G26+Q8WTS1; hit rate 0.78% among 360,000;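 active = inhibition above the mean inhibition across every tested compound plus 3 SD, cut at about 22% in these data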;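 note: 0% = DMSO only wells and the 100% control is not disclosed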
CaV13 ICDI inh: Disruptors of the CACNA1D IQ motif to Ca2+-dependent inactivation inhibitor domain association, primary screening, Förster resonance energy transfer in intact living …. HEK cells, CFP/YFP FRET ICDI-IQ, plate reader, 10 min; percent FRET-ratio fall versus neutral wells. inhibition, % at 12.3 µM. hit rate 0.098% among 340,000;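 active = mean replicate inhibition of at least 30% and at least 1% of replicates passing that level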;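 note: 0% = median of the neutral control wells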
Exocytosis inh: blocks lytic granule exocytosis; inhibition, % at 10 µM; hit rate 0.66% among 360,000; TALL-104 LAMP-1 surface exposure, flow cytometry; cells stimulated with thapsigargin and PMA;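 active = inhibition above about 55%, limit read from the data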
HTR2A ag: agonists of mouse serotonin 5-HT2A receptor (HTR2A) | CHO-K1 mHTR2A beta-arrestin complementation, luminescence; percent of 30 µM serotonin response | hit rate 0.66% among 360,000 | activation, % at 7.6 µM | P35363;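 active = activation above a run cutoff, the mean activation of all tested compounds plus 3 SD, cut at about 14% in these data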;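 note: 0% = plate median of compound wells and 100% = 30 µM serotonin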
Target sequence (P35363 whole entry, looked up): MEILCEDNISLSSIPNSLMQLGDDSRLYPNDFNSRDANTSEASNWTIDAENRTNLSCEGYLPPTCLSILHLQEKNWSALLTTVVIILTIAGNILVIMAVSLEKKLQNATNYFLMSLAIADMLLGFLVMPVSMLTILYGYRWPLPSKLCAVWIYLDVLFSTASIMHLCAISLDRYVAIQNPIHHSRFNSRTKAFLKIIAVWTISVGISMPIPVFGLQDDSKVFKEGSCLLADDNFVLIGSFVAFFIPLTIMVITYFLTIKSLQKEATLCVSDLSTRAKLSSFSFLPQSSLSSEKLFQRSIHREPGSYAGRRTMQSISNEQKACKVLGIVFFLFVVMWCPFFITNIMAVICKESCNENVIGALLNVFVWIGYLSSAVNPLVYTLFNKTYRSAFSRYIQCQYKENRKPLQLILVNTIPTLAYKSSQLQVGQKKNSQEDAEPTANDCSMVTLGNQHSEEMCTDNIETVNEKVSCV
PDI inh: blocks human protein disulfide isomerase activity. inhibition, % at 10 µM. hit rate 0.052% among 350,000. PDI insulin aggregation turbidity, A650, 90 min. P07237;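 active = mean inhibition across replicates of 30% or more, whatever share of single replicates reach that level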;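 note: absorbance from insulin aggregation driven by PDI reduction with DTT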
An asterisk follows results filed as active; · = no result given.

SMILES	N-glyco inh	H9c2 protect	ABCB6 inh 2	MC4R ag barr	MC4R antag cAMP	ABHD5 PLIN5 PPI	CaV13 ICDI inh	Exocytosis inh	HTR2A ag	PDI inh
CCOC(=O)CC(N)c1cccc([N+](=O)[O-])c1 (centres undefined)	3	-4	97	0.3	10	1	-3	2	7	3
COc1ccc(NC(=O)CCCCCn2nnc3ccccc3c2=O)cc1	0	5	95	1.0	10	-5	-4	-1	7	10
COc1ccc(-c2noc(CN(C(=O)c3ccc4c(c3)OCO4)C(C)C)n2)cc1OC	1	4	100	-1.9	4	13	-7	-3	16*	9
COc1ccccc1N1CCN(C(=O)c2sc3nc4n(c(=O)c3c2C)CCC4)CC1	0	6	97	-3.5	3	3	-3	-1	-2	-1
O=C(Cc1ccc(Cl)cc1)Nc1ccc(N2CCN(C(=O)c3ccco3)CC2)cc1	-8	-3	88	8.1	2	4	·	-2	-3	7
CC(=O)Nc1cccc(NC(=O)CSc2nnnn2Cc2ccccc2)c1	-1	-8	88	-0.6	16	-3	-4	-2	-5	6
O=C(Cn1cnc2ccccc2c1=O)NCC(=O)N1CCOCC1	0	-7	102	0.3	5	2	-7	-1	2	10
CC(C)(C)[C@H]1COC(=O)CCCC/C=C\C[C@H](CC(=O)NCCO)C(=O)N1	5	8	94	-0.1	2	11	-5	7	12	-5
CCN(CC)C(=O)C1CCCN(Cc2ccc3ccccc3c2)C1 (centres undefined)	2	4	97	-0.9	2	0	-6	2	-7	-1
CC1CCCC(NC(=O)C2CCN(C(=O)Nc3ccccc3)CC2)C1C (centres undefined)	-1	-2	100	-3.2	4	5	-16	-6	-2	-6
S=c1[nH]nc(-c2cccs2)n1C1CCCCC1	0	-4	94	-0.1	5	3	-19	-2	-3	-4
CCC(C(=O)NC1CCCC1)N(Cc1ccco1)C(=O)Cn1nnc(-c2ccc(C)cc2)n1 (centres undefined)	-3	3	93	0.0	14	3	-8	6	3	-3
Cc1cccc(C(O)c2ncc(-c3ccc4ccccc4c3)[nH]2)c1C (centres undefined)	1	-7	99	4.4	0	-1	-6	-5	6	6
O=C(Nc1ccc(F)cc1)C(NC1CCCCC1)c1ccccc1 (centres undefined)	0	-4	92	0.9	-2	-3	-2	1	-1	2
Clc1ncnc2scc(-c3ccc(Br)cc3)c12	-1	-12	106	-1.0	17	1	-6	-2	-5	-2
CCc1ccc(/C=N/NC(=O)c2cc(C)on2)s1	2	2	100	-1.6	-7	4	-5	-1	-4	1
O=C(OCCN1CCN(c2ncc(C(F)(F)F)cc2Cl)CC1)c1ccc(F)cc1	0	-24	99	1.3	3	0	·	2	0	13
CC(C)Cc1c(O)nc(SCC(=O)N2CCCCCC2)[nH]c1=O	1	1	103	0.3	1	5	-3	-3	4	-18
CCOc1ccc(CCNC(=O)c2c(C)nn(-c3ccccc3)c2Cl)cc1OCC	3	0	95	-0.1	17	-2	-7	2	3	6
Cc1ccc(N2CCN(c3ccc(C)cc3)C2c2ccncc2)cc1	-2	-7	96	0.6	3	-8	-2	2	-6	3
Cc1ccc(C)c(-n2c(SCC(=O)N3CCC(C(=O)O)CC3)nnc2-c2cccc(Cl)c2)c1	3	9	98	1.7	2	-1	-5	-2	0	2
Cc1cc(OC(C)C(=O)NCC(O)c2ccccc2)c2c(C)c(C)c(=O)oc2c1 (centres undefined)	1	-6	106	-2.3	12	-3	-14	7	-2	1
COCCNc1nnc(SCC(=O)c2ccc3c(c2)OCO3)s1	-1	-2	94	0.1	6	-4	-4	0	0	-8
COc1cc(OC)c(OC)cc1CN1CCN(S(=O)(=O)c2ccc(F)cc2)CC1	-3	8	98	1.5	8	0	-4	-2	-6	-6
COc1ccc(NC(=O)CC23CC4CC(CC(C4)C2)C3)cn1	0	9	92	1.2	-1	1	-18	-5	-2	0
O=C1CC(c2ccccc2)CC(O)=C1C=Nc1ccccc1O (centres undefined)	1	-6	102	-0.8	4	6	-5	1	-1	6
O=C(Nc1nccs1)C1CCN(S(=O)(=O)c2c(Cl)cccc2Cl)CC1	-2	8	93	-2.5	3	2	·	-1	1	-1
COc1ccccc1Cc1c(C(C)(C)C)nc2ccc(C)cn12	1	-2	107	·	·	1	-5	-2	-6	·
O=C(NCc1ccccc1)N(Cc1cc2cc3c(cc2[nH]c1=O)OCO3)CC1CCCO1 (centres undefined)	3	15	110	-0.5	3	1	·	-2	-4	-5
Cc1cccc(NC(=O)c2cnccn2)c1	-1	-4	100	0.1	-2	8	-21	-7	4	0

In the list so far, 3 contain fluorine:
SMILES	N-glyco inh	H9c2 protect	ABCB6 inh 2	MC4R ag barr	MC4R antag cAMP	ABHD5 PLIN5 PPI	CaV13 ICDI inh	Exocytosis inh	HTR2A ag	PDI inh
O=C(Nc1ccc(F)cc1)C(NC1CCCCC1)c1ccccc1 (centres undefined)	0	-4	92	0.9	-2	-3	-2	1	-1	2
O=C(OCCN1CCN(c2ncc(C(F)(F)F)cc2Cl)CC1)c1ccc(F)cc1	0	-24	99	1.3	3	0	·	2	0	13
COc1cc(OC)c(OC)cc1CN1CCN(S(=O)(=O)c2ccc(F)cc2)CC1	-3	8	98	1.5	8	0	-4	-2	-6	-6

Pulled one by one from above, seven records:
SMILES	N-glyco inh	H9c2 protect	ABCB6 inh 2	MC4R ag barr	MC4R antag cAMP	ABHD5 PLIN5 PPI	CaV13 ICDI inh	Exocytosis inh	HTR2A ag	PDI inh
COc1cc(OC)c(OC)cc1CN1CCN(S(=O)(=O)c2ccc(F)cc2)CC1	-3	8	98	1.5	8	0	-4	-2	-6	-6
CCc1ccc(/C=N/NC(=O)c2cc(C)on2)s1	2	2	100	-1.6	-7	4	-5	-1	-4	1
Cc1cccc(NC(=O)c2cnccn2)c1	-1	-4	100	0.1	-2	8	-21	-7	4	0
COCCNc1nnc(SCC(=O)c2ccc3c(c2)OCO3)s1	-1	-2	94	0.1	6	-4	-4	0	0	-8
CCOc1ccc(CCNC(=O)c2c(C)nn(-c3ccccc3)c2Cl)cc1OCC	3	0	95	-0.1	17	-2	-7	2	3	6
O=C(OCCN1CCN(c2ncc(C(F)(F)F)cc2Cl)CC1)c1ccc(F)cc1	0	-24	99	1.3	3	0	·	2	0	13
O=C1CC(c2ccccc2)CC(O)=C1C=Nc1ccccc1O (centres undefined)	1	-6	102	-0.8	4	6	-5	1	-1	6

The listing continues.
SMILES	N-glyco inh	H9c2 protect	ABCB6 inh 2	MC4R ag barr	MC4R antag cAMP	ABHD5 PLIN5 PPI	CaV13 ICDI inh	Exocytosis inh	HTR2A ag	PDI inh
COc1ccc(Br)c(Cn2c(C)c(C(=O)NCc3ccc(F)cc3)sc2=O)c1	-2	-2	96	0.6	11	-9	-17	-1	-2	-2
CC(C)C(C)NC(=O)COc1ccc(OCc2ccccc2)cc1 (centres undefined)	-2	-2	97	1.5	3	-3	2	-1	3	-1
CC1CCN(C(=S)c2cccc(O)c2)CC1	1	10	98	-1.3	7	-3	3	2	0	3
Cc1cc(OCC(=O)Nc2sc3c(c2C#N)CC(C)(C)NC3(C)C)c(C(C)C)cc1Cl	-4	9	91	14*	4	3	-7	-11	2	-10
Cc1nn(CC(=O)OCCOc2ccc(Br)cc2)c(C)c1[N+](=O)[O-]	-3	5	99	-0.9	1	-1	-17	0	0	1
Cc1cc(C)nc(N/N=C/c2ccccc2OCc2ccc(Cl)cc2)n1	-2	6	106	0.2	4	-5	-4	1	-6	3
Nc1ccc(C(=O)N/N=C/c2sc(N3CCOCC3)nc2-c2ccccc2)cc1	20	7	95	-2.9	-12	5	-16	-8	3	-3
CCOCCN1CCN(C2c3ccccc3CSc3ccccc32)CC1 (centres undefined)	-4	6	98	-0.3	9	-2	-5	52	-5	-6
COC(C/C=C\[C@@H](O)[C@H](C)OCc1ccccc1)OC	-1	8	97	-2.3	-1	3	-3	1	9	-16
CCCOP(=O)(c1ccc(N(C)C)cc1)C(Nc1ccccc1)c1ccc(N(C)C)cc1 (centres undefined)	1	-5	102	0.2	11	-4	-3	2	2	3
O=C(c1cc(-c2ccc(Br)cc2)on1)N1CCc2ccccc2C1	3	-5	163	0.5	2	-3	-2	0	9	-2
COc1ccc(C2(CNC(=O)c3ccc(Br)o3)CCOCC2)cc1	-2	3	109	0.2	0	6	·	-2	2	-2
Cc1ccc(NC(=O)CSc2nc3nn(-c4ccccc4)c(=O)c-3c3n2CCCCC3)cc1F	0	-1	98	1.1	24	-1	-5	-4	-2	1
O=C(N[C@@H](Cc1c[nH]c2ccccc12)C(=O)O)c1ccccc1Cl	1	-4	94	-2.5	2	-3	-5	-2	-2	-10
COc1ccccc1NC(=O)c1ccc(Br)c(S(=O)(=O)N2CCCC2)c1	1	-1	96	0.9	3	6	-5	-4	1	-2

Rewritten bar-delimited: entries from further up
compound | N-glyco inh | H9c2 protect | ABCB6 inh 2 | MC4R ag barr | MC4R antag cAMP | ABHD5 PLIN5 PPI | CaV13 ICDI inh | Exocytosis inh | HTR2A ag | PDI inh
O=C(c1cc(-c2ccc(Br)cc2)on1)N1CCc2ccccc2C1 | 3 | -5 | 163 | 0.5 | 2 | -3 | -2 | 0 | 9 | -2
Cc1cc(C)nc(N/N=C/c2ccccc2OCc2ccc(Cl)cc2)n1 | -2 | 6 | 106 | 0.2 | 4 | -5 | -4 | 1 | -6 | 3

The list continues:
SMILES	N-glyco inh	H9c2 protect	ABCB6 inh 2	MC4R ag barr	MC4R antag cAMP	ABHD5 PLIN5 PPI	CaV13 ICDI inh	Exocytosis inh	HTR2A ag	PDI inh
O=C(CNC(=O)c1ccc(Oc2ccccc2)cc1)OCc1ccc(Br)cc1	1	-3	101	1.1	8	-3	-3	1	-2	0
O=C(Cc1ccc(Cl)cc1Cl)NCC1(N2CCOCC2)CCCCC1	1	-2	101	0.0	11	-5	-6	-6	5	1
CCC(C(=O)OCCN(CC)CC)c1ccccc1 (centres undefined)	1	10	102	-0.5	0	50*	-4	-2	-3	0
O=C(COC(=O)c1ccc(Cl)nc1)NCCC1=CCCCC1	1	-5	93	-0.8	-3	-4	-3	2	-4	13
Cc1cc2ncn(C(=O)c3ccc4c(c3)OCO4)c2cc1C	-1	-2	95	-2.4	-2	13	-2	7	2	-1
O=C(CSc1nnc(CCCN2C(=O)c3cccc4cccc(c34)C2=O)n1-c1ccccc1)N1CCN(CCO)CC1	2	23	97	-2.8	5	9	-3	0	-2	-5
COc1cccc(CN2CCC(n3nccc3NC(=O)CCOc3ccccc3)CC2)c1O	-2	-2	101	3.2	0	3	·	5	-4	-3
CCn1c(SCC(=O)N2CCN(c3ccccc3)CC2)nc2c([nH]c3ccccc32)c1=O	16	8	99	0.2	-52	5	-3	-4	0	5
COc1ccc(CNC(=O)C2CCCN(c3nccc(C)n3)C2)cc1 (centres undefined)	1	-1	98	-1.4	-1	2	-4	3	-2	-4
CCn1c(C(C)NC(=O)c2ccc(Cl)cc2)n[nH]c1=S (centres undefined)	1	-2	85	-2.2	-3	-6	8	-8	-2	-2
CC(=O)/C(N=Nc1cc(C)ccc1O)=C(\C)O	0	2	272	3.4	-1	-3	-5	-5	0	-2
